From PubChem
Vif-APOBEC3F blk – qHTS for Inhibitors of Vif-A3F Interactions: qHTS. HeLa A3F-eYFP + Vif (tagged APOBEC3F with the HIV-1 protein that degrades it), YFP fluorescence increase. Potency, µM (highest dose often 46.1 µM), for inactives: at the top dose activity, negative = active. 0.2% of 390,000 active. AID 602313, 2012; also: potency is read from the fitted curve at half-maximal effect; % of control where 0% means no effect; nearly all actives have a fitted effect of over 65% in size
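HeLa cells stably expressing Vif plus C-terminally eYFP-tagged A3F were seeded, incubated overnight at 37 deg C, dosed with compound, incubated overnight again at 37 deg C. Yellow fluorescence (Ex 488/Em 500-530) reported blocked Vif-mediated A3F-eYFP degradation.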
D1 ag – Allosteric Agonists of the Human D1 Dopamine Receptor: qHTS; D(1A) dopamine receptor (Homo sapiens), P21728; HEK293 T-REx D1 cells, calcium flux, agonist mode; activation, % at 2 µM; 1% of 360,000 active; in the data active = activation above about 30%; also: 0% is about no effect
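Inducible HEK293 T-REx D1 cells, force-coupled to calcium signalling, were plated at 4000 cells/well with tetracycline and held overnight at 30 C. After no-wash calcium dye loading, compound-evoked calcium rise over 180 s flagged agonists.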
D2 PAM – HTS Assay for Positive Allosteric Modulators of the Human D2 Dopamine Receptor: Primary Screen for Potentiators; HEK293 T-REx D2, calcium flux, EC20 dopamine potentiation; potentiation, % at 10 µM; 0.34% of 340,000 active; AID 485347, 2010;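 active = potentiation over 3 SD above the plate norm, cut at about 30% in these data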; also: 0% is about no effect
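Potentiation of an EC20 dopamine calcium response is measured in a force-coupled, tetracycline-inducible Hek293 Trex D2 line. Compound-only kinetic reads over 180 s flag agonists before dopamine addition.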
RXFP1 ag – qHTS Assay for Agonists of the Relaxin Receptor RXFP1; HEK293T-RXFP1 cAMP TR-FRET, 30 min; response scale: percent of porcine relaxin response, buffer zero; Relaxin receptor 1 (Homo sapiens), Q9HBX9; 0.3% of 370,000 active; Potency, µM (top dose mostly 57.5 µM), without a hit: at the top dose activation, usual class: activators; also: potency is read from the fitted curve at half-maximal effect; % is scaled to controls: 0 for no effect and ±100 for the full control effect; nearly all actives have a fitted effect of over 60% in size; many of its hits are not listed in these tables
Target sequence (Q9HBX9 whole entry, looked up): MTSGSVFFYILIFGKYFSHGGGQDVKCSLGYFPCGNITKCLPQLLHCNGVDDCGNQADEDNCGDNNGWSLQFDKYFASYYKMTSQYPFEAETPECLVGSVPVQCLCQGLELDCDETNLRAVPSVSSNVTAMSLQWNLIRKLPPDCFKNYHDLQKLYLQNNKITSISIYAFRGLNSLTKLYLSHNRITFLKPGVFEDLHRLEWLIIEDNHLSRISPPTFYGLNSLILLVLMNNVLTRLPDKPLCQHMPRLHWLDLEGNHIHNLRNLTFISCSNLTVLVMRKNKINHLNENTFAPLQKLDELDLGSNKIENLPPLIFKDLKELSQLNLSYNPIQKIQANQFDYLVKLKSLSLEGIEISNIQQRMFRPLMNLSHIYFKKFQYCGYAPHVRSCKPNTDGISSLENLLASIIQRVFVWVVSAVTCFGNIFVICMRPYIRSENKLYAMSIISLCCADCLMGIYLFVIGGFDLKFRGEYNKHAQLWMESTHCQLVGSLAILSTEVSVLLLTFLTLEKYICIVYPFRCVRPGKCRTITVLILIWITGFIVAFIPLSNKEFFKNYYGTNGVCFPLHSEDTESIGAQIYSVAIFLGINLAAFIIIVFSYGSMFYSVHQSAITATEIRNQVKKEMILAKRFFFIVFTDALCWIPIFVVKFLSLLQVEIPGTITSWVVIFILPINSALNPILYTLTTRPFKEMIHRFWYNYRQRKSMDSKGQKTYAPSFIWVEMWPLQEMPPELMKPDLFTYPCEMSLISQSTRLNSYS
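cAMP rise read by TR-FRET after 30 min, 37C compound exposure (up to 58 uM) in RXFP1-transfected HEK293 cells with Ro 20174 present. EC50 from Hill-equation fits, with 29 nM porcine relaxin as 100% and buffer as basal.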
D1 antag – Antagonist of Human D 1 Dopamine Receptor: qHTS | HEK293 TREx D1 cells, calcium flux, dopamine EC80; active compounds read low | activity change, negative = inhibition, % at 10 µM | 3.2% of 360,000 active; in the data active = activity change below about -30%; also: % is scaled to controls: 0 for no effect and ±100 for the full control effect
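Antagonism measured as reduced calcium response to an EC80 dopamine addition following 180 s compound pre-read; cells were inducible HEK293 Trex D1 plated overnight at 30 C, read kinetically at 1 cycle/sec.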
GRP78 ERSR act – qHTS for Inducers of the Endoplasmic Reticulum Stress Response (ERSR) in Human Glioma: qHTS; U87-MG GRP78 promoter luciferase reporter, 16 h; Potency, µM, for the others: top-dose activation, usual class: activators; 0.02% of 420,000 active; AID 602332, 2012; also: potency is read from the fitted curve at half-maximal effect; series mostly up to about 76 µM; % of control where 0% means no effect; nearly all actives have a fitted effect of over 35% in size
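ERSR induction read as luciferase luminescence (Bright-Glo, 10 min at room temperature) in stably transfected human U87-MG glioma cells exposed to compounds for 16 h, using GRP78 as sensor.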
LDHA inh – qHTS assay for inhibitors of human lactate dehydrogenase; purified LDHA, NADH/diaphorase-resazurin fluorescence; active compounds read low; activity change, % (values are at about 110 or 230 µM); 0.15% of 480,000 active; in the data active = activity change below about -30%; inconclusive = mostly about -25% to -30%;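 also: plate controls were DMSO wells for no effect and wells without enzyme for full effect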
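Human LDH5 (2 nM) was incubated with 0.06 mM NADH and 0.2 mM pyruvate for 5 min at room temperature in Tris pH 7.4. Remaining NADH was coupled through diaphorase/resazurin, and resorufin fluorescence was read at 0 and 20 min.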
D1 PAM – Potentiators of Human D1 Dopamine Receptor: qHTS. HEK293 TREx D1 cells, calcium flux, dopamine EC20 potentiation. potentiation, % at 10 µM. 0.036% of 360,000 active. AID 504651, 2011; in the data active = potentiation above about 30%; also: 0% is about no effect
Vif-APOBEC3G blk – qHTS for Inhibitors of Vif-A3G Interactions: qHTS; HeLa A3G-eYFP + Vif (tagged APOBEC3G with the HIV-1 protein that degrades it), YFP fluorescence, overnight; Potency, µM (top dose mostly 46.1 µM), inactives show top-dose activity, negative = active, most hits filed as inhibitors; 0.076% of 410,000 active; AID 602310, 2012; DNA dC->dU-editing enzyme APOBEC-3G (Homo sapiens), Q9HC16;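 also: potency is read from the fitted curve at half-maximal effect; % is scaled to controls: 0 for no effect and ±100 for the full control effect; nearly all actives have a fitted effect of over 60% in size; hits raise eYFP signal because A3G escapes Vif-driven loss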
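HeLa cells stably expressing Vif and C-terminally eYFP-tagged A3G, seeded overnight at 37 deg C, then exposed to compound by pintool overnight at 37 deg C. Rise in yellow fluorescence (Ex 488/Em 500-530, Acumen) marks blocked Vif-driven A3G degradation.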
* marks the source's active call; other numbers are inactive results; ? = inconclusive; / = not tested or not shown; & = joins results of further samples. Unless noted, calls follow the shape of the dose curve; as a rule, active = well fitted curve in the direction sought with a large enough effect; inconclusive = small, poorly fitted or top-dose-only effect, or another doubt; inactive = no such curve, though single readings can be large; an effect the other way counts as inactive or inconclusive. This is a subset, so the mix of outcomes need not match the whole.

The first 2 entries, to show the layout:
mol,Vif-APOBEC3F blk,D1 ag,D2 PAM,RXFP1 ag,D1 antag,GRP78 ERSR act,LDHA inh,D1 PAM,Vif-APOBEC3G blk
NC(=O)C1CCCN(Cc2c(C(=O)N3CCc4ccccc4C3)nc3ccc(Cl)cn23)C1 (configuration not stated),-13%,4,-7,3.9%,2,3%,-7,0,4%
Cc1ccc(S(=O)(=O)N2CCC(C(=O)N3CCc4ccccc43)CC2)cc1C,1%,15,-1,1.7%,9,-4%,-3,4,2%

All compounds of this part, repeating the preview:
mol,Vif-APOBEC3F blk,D1 ag,D2 PAM,RXFP1 ag,D1 antag,GRP78 ERSR act,LDHA inh,D1 PAM,Vif-APOBEC3G blk
NC(=O)C1CCCN(Cc2c(C(=O)N3CCc4ccccc4C3)nc3ccc(Cl)cn23)C1 (configuration not stated),-13%,4,-7,3.9%,2,3%,-7,0,4%
Cc1ccc(S(=O)(=O)N2CCC(C(=O)N3CCc4ccccc43)CC2)cc1C,1%,15,-1,1.7%,9,-4%,-3,4,2%
Cc1cccc(C(=O)O[C@H]2[C@H](Cc3ccccc3)NS(=O)(=O)[C@H]3CC4C=C[C@]23O4)c1,0%,/,/,/,/,-5%&-3%,0,/,-2%&-3%
Cn1cc(SCC(=O)NCc2ccc(F)cc2)c2ccccc21,-4%,0,-1,-1.8%,6,-1%,-7,0,2%
Cc1ccc(S(=O)(=O)CCC(=O)NCCN2C(=O)S/C(=C\c3ccccc3)C2=O)cc1,-2%,3,-1,-0.1%,-2,10%,-2,-2,2%
Cc1ccc(OCC(=O)NNC(=O)c2ccco2)c(C)c1,-9%,2,7,0.5%,-5,3%,-12,-3,-1%
CN1CCN(C2=CC3=CC(=C(C#N)C#N)CCC3CC2)CC1 (configuration not stated),-18%,723*,19,-0.1%,13,-5%,-6,37*,-1%
CCCN1C(=O)SC(CC(=O)Nc2cccc3ccccc23)C1=O (configuration not stated),-16%,0,-5,1.5%,9,-2%,5,0,0%
COc1ccc(NC(=O)Cn2cnc3c(oc4ccccc43)c2=O)cc1OC,-10%,3,-16,0.5%,-10,-2%,-1,-3,-1%
Cc1cc2sc(NC(=O)c3ccco3)nc2cc1Cl,-17%,2,/,17%,0,-6%,-3,-1,-2%
CSc1ccc(OCC(=O)Nc2ccc(N3CCOCC3)c(Cl)c2)cc1,1%,3,-1,0.7%,-5,-4%,-2,-3,1%
CCCCc1nn2c(=O)cc(COC(=O)c3ccco3)nc2s1,2%,1,/,2.8%,-5,3%,-2,-4,0%
COc1ccc(-c2noc(C3CCCN(S(=O)(=O)c4cccc(Cl)c4C)C3)n2)cc1OC (configuration not stated),-6%,6,4,-0.4%,-5,-2%,-6,-5,1%
CCc1nnc(NS(=O)(=O)c2ccccc2)s1,-2%,1,-11,2.4%,-12,-3%,-5,12,-9%
O=C(Cn1ncc2c(=O)oc3ccccc3c21)N1CCC(N2CCCCC2)CC1,-2%,-1,5,1.9%,-4,-3%,-3,-3,7%
NCCCC[C@@H]1NC(=O)c2cc([N+](=O)[O-])cc(I)c2SC[C@@H](C(=O)NCC(N)=O)NC(=O)CNC1=O,3%,-1,8,2.3%,3,-2%,6,-3,2%
COCCNC(=O)COC(=O)C1=Cc2ccccc2OC1,9%,0,/,0.6%,10,-4%,1,-2,1%
CC1(C)CC(NC(=O)c2cc([N+](=O)[O-])cc([N+](=O)[O-])c2)CC(C)(C)N1,0%,5,-15,1.7%,21,-3%,4,-3,-2%
CCN(C(=O)CN1CCCC(C)C1)c1c(N)n(Cc2ccccc2)c(=O)[nH]c1=O (configuration not stated),-3%,/,/,/,/,-3%,-7,/,0%
COc1ccc(CCNS(=O)(=O)c2ccc3c(c2)NC(=O)CO3)cc1OC,0%,1,-1,-4.3%,-6,-5%,-3,2,4%
CC(C)NC(=O)N(C)C[C@H]1Oc2cc(Br)ccc2S(=O)(=O)N([C@H](C)CO)C[C@H]1C,-9%,/,/,/,/,-1%,-10,/,-6%
O=C(Nc1ccc2c(c1)OCO2)c1cc(-c2ccc(Br)cc2)on1,2%,-1,2,4.6%,-3,3%,-2,3,1%
CCCN(CCC)c1nc(C)cc(C(C#N)c2nc3ccccc3o2)n1 (configuration not stated),/,5,1,4.9%,-6,/,/,-4,/
O=[S+]([O-])(c1ccc2c(c1)OCCO2)N1CCN([S+](=O)([O-])c2ccccc2Br)CC1,/,3,/,/,-4,/,-3,10,/
NS(=O)(=O)c1ccc(-c2cccc(/C=C3\SC(=O)NC3=O)c2)cc1,-3%,0,0,1.5%,-8,1%,-8,3,?
Cc1nc2ccc(NS(=O)(=O)c3ccc(Br)cc3)cc2s1,-13%,12,16,-3.7%,-3,-1%,4,-4,1%
O=S(=O)(c1cccs1)N1CN(C2CCCC2)c2nc3ccccc3nc21,-12%,1,17,1.1%,-1,2%,3,1,-3%
COc1ccccc1Nc1ncnc2c1c(C)c(C)n2CCO,1%,0,-1,3.1%,-26,-5%,2,-6,0%
CN(C(=O)c1cccc(NC(=O)Cc2cccc([N+](=O)[O-])c2)c1)C1CCCC1,1%,/,/,/,/,-1%,-7,/,1%
Cc1cccc2c(=O)cc(CSCC(=O)Nc3ccc(Cl)cc3)[nH]c12,-7%,-1,-5,?,-2,-6%,3,-1,1%
COc1ccc2cc(CNc3ccc(C)cc3)c(=O)n(CC(=O)Nc3ccc(C)cc3Cl)c2c1,-2%,1,2,0.5%,12,-4%,4,-2,-3%
COc1ccc(Br)c(OC)c1C(=O)NC(=O)Nc1c(F)cccc1F,-8%,-1,2,1.1%,-3,-4%,0,1,1%
Cc1ccc(-c2cn(CCC(=O)O)c(-c3ccc(Cl)nc3)n2)cc1,-1%,0,-2,0.0%,19,-5%,-2,0,-3%
Cc1ccc(S(=O)(=O)N2CCN(CCOc3ccccc3)CC2)cc1,5%,1,-24,-0.1%,2,2%,-1,3,2%
CC(=O)C1=NN(c2ccccc2)C(c2ccc3c(c2)OCO3)N1c1ccccc1 (configuration not stated),-1%,12,9,0.1%,0,-1%,1,-4,-14%
Cc1c(NC(=O)C2CC(c3ccc(F)cc3)=NO2)c(=O)n(-c2ccccc2)n1C (configuration not stated),0%,5,4,0.5%,-11,-1%,-8,/,1%
O=Nc1c(O)n(Cc2ccc(Cl)cc2)c2ccccc12,5%,25,12,0.9%,3,2%,-3,7,-7%
COc1ccc(NC(=O)CN2CCN(CC(=O)Nc3ccccc3Cl)CC2)cc1Cl,-7%,1,14,0.7%,3,0%,-7,-7,1%
O=c1c2ccccc2nc2ccc(NCc3cccs3)nn12,0%,0,/,19%,3,9%,-5,-1,0%
COc1ccc(OC)c(CNC(=O)c2nn(C)c3c2CSc2ccccc2-3)c1,-2%,1,6,-1.0%,-27,-2%,-4,-2,2%
O=P(Cc1ccccc1)(Cc1ccccc1)c1ccccc1,13%,/,/,/,/,-6%,3,/,0%
COc1ccc(-c2nc(CSCC(=O)NCCCN3CCCC3=O)c(C)o2)cc1,2%,1,11,1.2%,0,-6%,0,-10,2%
O=C(Nc1cccc(F)c1)Nc1ccnn1C1CCN(C(=O)c2ccccn2)CC1,5%,3,9,1.2%,10,4%,1,-5,0%
O=C(N/N=C/c1cccc([N+](=O)[O-])c1)C1COc2ccccc2O1 (configuration not stated),-6%,0,/,1.0%,6,4%,1,3,-7%
CSc1c(SCc2ccccc2)cnn(Cc2ccccc2)c1=O,?,7,-15,1.1%,-16,0%,-2,0,1%
O=C(CN1C(=O)NC2(CCCCCCC2)C1=O)NC1CCCc2ccccc21 (configuration not stated),-3%,0,-7,2.5%,-4,0%,-8,-2,0%
CCN(c1ccc(OC)cc1)S(=O)(=O)N1CCCC(C(=O)NCc2cccc(C)c2)C1 (configuration not stated),-4%,13,-4,2.9%,-11,-3%,-4,-4,3%
Cc1ccc(Cl)c(NC(=O)COC(=O)c2ccccc2C(=O)c2ccc(Cl)c([N+](=O)[O-])c2)c1Cl,6%,2,-8,0.3%,-16,-13%,-10,-3,?
Cc1cc(C)n(CC(C)NCc2cn[nH]c2-c2ccc(C)c(C)c2)n1 (configuration not stated),0%,3,-7,0.1%,-2,-5%,-5,-9,1%
COC(=O)C(Cc1c[nH]c2ccccc12)NC(=O)c1cc(-c2ccc(OC)c(OC)c2)oc1C (configuration not stated),6%,2,2,3.2%,-8,0%,1,-3,0%
